ABCB1 inh: ABCB1 efflux pump inhibitors, primary screen, cell-based, multiplex, flow cytometry, ABCG2 counter-screen | ATP-dependent translocase ABCB1 (Homo sapiens), P08183 | CCRF-Adr cells, JC-1 efflux | inhibition, % at 6.6 µM | actives 0.067% (n = 190,000) | AID 1326, 2008; in the data active = inhibition above about 40%;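 also: 0% = vehicle and 100% = reference inhibitor; higher value means more JC-1 retained so stronger ABCB1 efflux block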
GSH bead fluor: compound fluorescence on glutathione beads, profiling panel, artefact control, biophysical, 488/530 nm, flow cytometry; GSH beads flow cytometry, compound fluorescence 488/530 nm; stronger effect = higher value; actives 0.25% (n = 190,000); fluorescence (KMESF) at 10 µM; AID 1776, 2009; in the data active = fluorescence above about 89;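 also: glutathione beads carrying GST-tagged Bcl family fusion proteins plus one bare bead set; values are compound well signal with DMSO vehicle wells as background; inactives centre near 16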
HRas wt GTP bind: modulators of GTP binding to HRas wildtype, primary screen, biochemical, bead-based flow cytometry, multiplex | GST-Ras wt beads, Bodipy-FL-GTP binding; actives lie on both sides | GTP binding activity, % at 10 µM | actives 0.14% (n = 190,000) | AID 759, 2007;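 active = GTP binding activity at least 20% away from the 100% baseline, either lowered as inhibitor or raised as activator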;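 also: 0% = unlabeled GTP competition control and 100% = no-compound control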
Target sequence (P01112 whole entry, looked up): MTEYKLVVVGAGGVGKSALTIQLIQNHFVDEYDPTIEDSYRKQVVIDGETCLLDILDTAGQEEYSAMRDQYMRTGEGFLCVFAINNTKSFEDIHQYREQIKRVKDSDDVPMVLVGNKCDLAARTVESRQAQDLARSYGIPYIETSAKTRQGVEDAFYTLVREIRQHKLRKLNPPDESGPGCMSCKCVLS
Rab2 wt GTP: modulators of GTP binding to Rab2A wildtype, primary screen, biochemical, dog, bead-based flow cytometry, multiplex | GTP binding activity, % at 10 µM | GST-Rab2 wt beads, Bodipy-GTP binding | actives 0.19% (n = 190,000) | AID 760, 2007;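 active = GTP binding activity at least 20 points away from 100%, either lowered or raised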;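 also: 0% = beads with excess unlabeled GTP and 100% = no-compound control corrected for plate trend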
Rac1 wt GTP bind: wildtype Rac1 GTP binding modulators, primary screen, biochemical, GST-Rac1 beads, flow cytometry, multiplex; Ras-related C3 botulinum toxin substrate 1 (Homo sapiens), P63000; fluorescent GTP binding; actives lie on both sides; 0 = cold GTP competed, 100 = untreated; GTP binding activity (% of control), % at 10 µM; actives 0.27% (n = 190,000);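 active = GTP binding activity at least 20 points away from the 100% control level, either lower or higher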
Rab7 wt modul: modulators of GTP binding to Rab7, primary screen, biochemical, wildtype, multiplex bead flow cytometry; GTP binding activity (percent of control), % at 10 µM; GST-Rab7 beads, fluorescent GTP binding; actives lie on both sides; untreated = 100%, excess cold GTP = 0%; Rab7 GTPase wild type (dog), Bodipy-FL-GTP binding; actives 0.055% (n = 190,000);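 active = fluorescent GTP binding to Rab7 beads changed by at least 20 points from the 100% baseline, either direction, mostly lower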;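 also: median green fluorescence of bound Bodipy-FL-GTP per Rab7 bead population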
Pf gametocyte: late stage P. falciparum gametocyte viability inhibitors, primary screen, ATP luminescence, HTS. AID 743093, 2013. inhibition, % at 10.9 µM. actives 0.065% (n = 150,000). P. falciparum stage V gametocytes, 24 h;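 active = inhibition above the mean plus 3 SD of compounds within the control limits, set per campaign, cut at about 38% in these data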;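 also: 0% = DMSO wells and 100% = medium only without gametocytes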
ABCG2 inh: ABCG2 efflux pump inhibitors, primary screen, multiplex with ABCB1, IgMXP3 cells, flow cytometry. inhibition, % at 6.6 µM. actives 0.1% (n = 190,000). Broad substrate specificity ATP-binding cassette transporter ABCG2 (Homo sapiens), Q9UNQ0. AID 1325, 2008. JC-1 efflux;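 active = inhibition above 80%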;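 also: 0% = DMSO and 100% = nicardipine control wells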
Target sequence (Q9UNQ0 whole entry, looked up): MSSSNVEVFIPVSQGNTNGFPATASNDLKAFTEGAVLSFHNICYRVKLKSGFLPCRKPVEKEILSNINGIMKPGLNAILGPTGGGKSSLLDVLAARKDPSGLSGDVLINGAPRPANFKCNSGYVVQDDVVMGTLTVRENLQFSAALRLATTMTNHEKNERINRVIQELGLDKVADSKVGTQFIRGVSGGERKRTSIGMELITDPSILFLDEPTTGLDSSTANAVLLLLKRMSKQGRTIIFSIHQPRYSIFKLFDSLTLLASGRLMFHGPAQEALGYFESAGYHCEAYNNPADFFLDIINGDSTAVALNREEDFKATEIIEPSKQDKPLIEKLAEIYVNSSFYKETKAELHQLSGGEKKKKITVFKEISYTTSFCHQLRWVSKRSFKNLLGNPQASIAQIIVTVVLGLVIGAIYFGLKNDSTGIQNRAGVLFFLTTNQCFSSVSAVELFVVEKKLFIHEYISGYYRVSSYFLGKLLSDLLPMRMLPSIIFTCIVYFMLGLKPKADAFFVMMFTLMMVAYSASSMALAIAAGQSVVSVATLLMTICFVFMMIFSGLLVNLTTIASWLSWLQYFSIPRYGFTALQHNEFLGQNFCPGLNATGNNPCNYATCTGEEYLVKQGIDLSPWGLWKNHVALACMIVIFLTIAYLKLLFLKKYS
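Times: 10 min at 25 °C | Test system: Two drug-resistant human cell lines, ABCG2 and ABCB1 | Quantity: 3 million cells/mL final, two lines in 1:1 ratio | Signal: Flow cytometry, 530 nm JC-1 signal | Dosing: Compound at 6.6 µM | Controls: Nicardipine and DMSO wells | Reagent: JC-1 as fluorescent efflux pump substrate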
Cdc42 wt: modulators of GTP binding to wildtype Cdc42, primary screen, biochemical, multiplex bead flow cytometry, Bodipy-GTP; Cell division control protein 42 homolog (Homo sapiens), P60953; GST-Cdc42 beads; actives lie on both sides; percent activity (GTP binding), % at 10 µM; actives 0.2% (n = 190,000); AID 761, 2007;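 active = percent activity GTP binding at least 20 points away from the 100% baseline, either down as inhibitor or up as activator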;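 also: median bead fluorescence of bound Bodipy-FL-GTP at 100 nM; 0% = excess unlabeled GTP control and 100% = no compound control; below 100% means less GTP binding so inhibitor and above means activator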
Target sequence (P60953 whole entry, looked up): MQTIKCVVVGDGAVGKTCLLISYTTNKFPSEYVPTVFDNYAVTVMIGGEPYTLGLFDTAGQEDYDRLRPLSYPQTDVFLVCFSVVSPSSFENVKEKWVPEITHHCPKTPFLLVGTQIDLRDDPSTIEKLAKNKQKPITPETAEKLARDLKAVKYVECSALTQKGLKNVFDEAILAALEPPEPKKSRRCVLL
Avidin bead fluor: green autofluorescence of compounds with avidin beads – biophysical, 488/530 nm, flow cytometry, artefact control, profiling panel. compound fluorescence 488/530 nm; stronger effect = higher value. fluorescence (KMESF) at 10 µM. actives 0.38% (n = 220,000). AID 1775, 2009; in the data active = fluorescence above about 47; also: inactives centre near 10
Rac1 act GTP bind: GTP binding modulators of activated mutant Rac1, primary screen, biochemical, bead-based flow cytometry, multiplex, fluorescent GTP; actives 0.11% (n = 190,000); Ras-related C3 botulinum toxin substrate 1 (Homo sapiens), P63000; GST-Rac1 activated beads; actives lie on both sides; 100% means binding = to untreated wells; percent activity (GTP binding), % at 10 µM;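 active = GTP binding at least 20 percentage points away from the 100% baseline, in either direction, so actives lie on both sides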
Active calls of the source: *; x = no result given. Compounds as they come; 1.1% or so of the library scored in one or more.

The opening four compounds, ahead of the listing:
SMILES	ABCB1 inh	GSH bead fluor	HRas wt GTP bind	Rab2 wt GTP	Rac1 wt GTP bind	Rab7 wt modul	Pf gametocyte	ABCG2 inh	Cdc42 wt	Avidin bead fluor	Rac1 act GTP bind
COc1ccc(-n2nnc3c(SCC(=O)OCc4ccccc4)ncnc32)cc1	0.3	12	98.0	95.0	97.0	99.0	x	1.7	98.0	35	94.0
CCn1cc2c(c1-c1cccc(C)c1)c(=O)n(C)c(=O)n2C	0.5	23	102.0	101.0	104.0	99.0	x	18.2	101.0	32	99.0
Cc1ccccc1NC(=O)CSc1nc2n(n1)CCCCC2	0.4	3	96.0	95.0	104.0	95.0	x	1.9	102.0	13	97.0
CCOc1ccccc1NC(=O)CSC1=C(C#N)C(c2ccco2)C(C(=O)Nc2nc3ccccc3s2)=C(C)N1 (stereo not given)	-0.3	15	98.0	95.0	99.0	100.0	x	-3.6	104.0	7	97.0

Results, from the first entry:
SMILES	ABCB1 inh	GSH bead fluor	HRas wt GTP bind	Rab2 wt GTP	Rac1 wt GTP bind	Rab7 wt modul	Pf gametocyte	ABCG2 inh	Cdc42 wt	Avidin bead fluor	Rac1 act GTP bind
COc1ccc(-n2nnc3c(SCC(=O)OCc4ccccc4)ncnc32)cc1	0.3	12	98.0	95.0	97.0	99.0	x	1.7	98.0	35	94.0
CCn1cc2c(c1-c1cccc(C)c1)c(=O)n(C)c(=O)n2C	0.5	23	102.0	101.0	104.0	99.0	x	18.2	101.0	32	99.0
Cc1ccccc1NC(=O)CSc1nc2n(n1)CCCCC2	0.4	3	96.0	95.0	104.0	95.0	x	1.9	102.0	13	97.0
CCOc1ccccc1NC(=O)CSC1=C(C#N)C(c2ccco2)C(C(=O)Nc2nc3ccccc3s2)=C(C)N1 (stereo not given)	-0.3	15	98.0	95.0	99.0	100.0	x	-3.6	104.0	7	97.0
Cc1csc(SCC(=O)NC(=O)NC(C)C)n1	1.3	13	96.0	99.0	97.0	98.0	0.0	5.8	99.0	18	96.0
S=C(NCc1ccc(Cl)cc1)NCc1ccccn1	-0.2	13	101.0	104.0	101.0	112.0	-22.6	0.4	101.0	11	96.0
COc1cc(SC)ccc1C(=O)NCCOc1ccc(F)cc1	0.7	7	99.0	100.0	103.0	98.0	x	15.4	97.0	13	99.0
COc1ccc(NC(=O)CSC2=NCCN2)cc1	-0.1	23	96.0	96.0	99.0	96.0	-15.3	-0.4	98.0	5	97.0
Cc1cc(N2CCC(C)CC2)nc2cccc(O)c12	0.2	19	98.0	99.0	99.0	99.0	x	0.3	100.0	6	99.0
COc1ccc(CCNC(=O)CSc2nc(O)c(CC(C)C)c(=O)[nH]2)cc1OC	-0.5	48	101.0	98.0	104.0	98.0	x	0.6	101.0	7	100.0
CCOC(=O)c1c(NC(=O)C2CCCN(S(=O)(=O)c3ccccc3)C2)sc2c1CCCC2 (stereo not given)	3.6	4	100.0	100.0	104.0	98.0	x	37.0	102.0	8	100.0
COc1ccc(CCNS(=O)(=O)c2cccc(C)c2)cc1OC	1.1	x	96.0	95.0	97.0	94.0	x	0.8	96.0	2	97.0
O=C(C(=O)N1CCc2ccccc2C1)N1CCc2ccccc2C1	0.1	11	99.0	101.0	103.0	101.0	16.8	-0.9	102.0	11	100.0
CCOn1c(=O)c(-c2ccc(OC)c(OC)c2)[n+]([O-])c2ccccc21	0.3	17	97.0	97.0	97.0	97.0	x	1.1	100.0	29	95.0
COc1cccc2c(=O)cc(C)n(CC(=O)Nc3ccc(C)c(C)c3)c12	-0.7	9	91.0	91.0	87.0	91.0	x	-3.1	92.0	9	93.0
COc1ccc2[nH]c(C)cc(=O)c2c1	-0.1	20	96.0	95.0	96.0	93.0	x	-0.4	96.0	22	93.0
O=C(O)c1cc(-c2ccc(N3CCOCC3)cc2)nn1-c1ccc(F)cc1F	-1.6	15	97.0	97.0	101.0	96.0	15.8	-0.8	99.0	18	98.0
CCC(=O)Nc1cccc(-c2cn3ccccc3n2)c1	0.5	11	101.0	102.0	103.0	104.0	x	11.7	102.0	6	100.0
NC1=NC(=O)/C(=C/c2ccccc2OS(=O)(=O)c2ccccc2)S1	3.2	10	101.0	99.0	106.0	103.0	x	15.0	103.0	4	100.0
CC(C)C(=O)Nc1ccc(N2CCN(c3ccc(F)cc3)CC2)cc1	1.0	15	98.0	98.0	98.0	94.0	-1.2	2.6	100.0	14	101.0
O=C(COC(=O)c1ccccc1Nc1ccc(SC(F)F)cc1)NC1CC1	1.1	8	102.0	100.0	104.0	98.0	x	3.0	101.0	14	101.0
CCn1nc(C)c(NC(=O)CCSc2nc(-c3ccco3)cc(C(F)(F)F)n2)c1C	0.5	13	101.0	101.0	103.0	99.0	x	3.9	105.0	11	102.0
O=C(c1cn2ccccc2n1)N1CCc2c([nH]c3ccccc23)C1c1ccccn1 (stereo not given)	1.6	16	97.0	98.0	98.0	99.0	-2.4	8.5	95.0	8	94.0
O=C(CSc1nnc(-c2ccccc2O)n1-c1ccccc1)Nc1cccc(C(=O)O)c1	1.3	18	94.0	94.0	97.0	98.0	14.5	3.0	95.0	11	93.0
CC(=O)Nc1ccc2c(c1)nc(CCNC(=O)c1ccccc1)n2C	0.2	44	100.0	97.0	109.0	97.0	x	0.3	100.0	7	102.0
COc1ccc(C(=O)CSc2nnc(-c3cc(C)cc(C)c3)o2)cc1	-0.1	31	98.0	98.0	102.0	99.0	6.5	10.9	99.0	13	97.0
Cc1noc(C)c1COC(=O)CNC(=O)c1ccc(Cl)cc1	1.6	12	98.0	98.0	99.0	95.0	-8.0	3.0	100.0	7	94.0
c1ccc(Oc2ccc(-c3ccnc4ncnn34)cc2)cc1	0.2	10	95.0	92.0	98.0	92.0	5.8	0.6	95.0	5	98.0
COc1ccc(CC(=O)Nc2ccc3nc(C)sc3c2)cc1OC	0.1	13	99.0	98.0	104.0	97.0	-6.2	-0.1	96.0	8	101.0
N#C/C(=C\C1=C(N2CCOCC2)C(=C\c2ccc(Cl)cc2)/CC1)C(=O)Nc1ccccc1F	8.1	22	103.0	107.0	107.0	100.0	15.1	11.3	103.0	12	102.0
CCOC(=O)c1c(CN2CCCCC2)oc2ccc(O)cc12	0.7	22	98.0	97.0	100.0	95.0	6.3	5.7	100.0	15	103.0
CCCC(=O)Nc1c(-c2ccc(OC)cc2)c(=O)c2ccccc2n1C	1.0	33	97.0	97.0	98.0	95.0	x	7.1	98.0	10	95.0
CCCCn1c(/N=C/c2cc(OC)ccc2O)nc2ccccc21	0.0	16	101.0	98.0	100.0	99.0	-1.2	0.7	100.0	37	97.0
Cc1cccc2cc(C#N)c(SCC(=O)NCC3CCCO3)nc12 (stereo not given)	-0.3	28	98.0	97.0	101.0	95.0	-7.8	23.1	99.0	4	96.0
O=c1[nH]c(/C=C\c2cccs2)nc(O)c1[N+](=O)[O-]	0.0	24	99.0	95.0	96.0	99.0	x	9.2	96.0	12	97.0
COc1ccc(C(=O)NC2CCN(C(=S)Nc3ccccc3)CC2)cc1	0.0	11	95.0	97.0	100.0	95.0	x	4.6	100.0	10	95.0
COc1cccc(-n2c(SCC(=O)Nc3ccc4c(c3)CCC4)nc3ccccc3c2=O)c1	1.1	14	97.0	96.0	99.0	95.0	x	3.8	98.0	18	96.0
COC(CNC(=O)c1ccc2c(c1)ncn2-c1cccc(F)c1)OC	0.1	16	104.0	102.0	102.0	106.0	3.6	4.3	104.0	13	102.0
Cc1cccc(Nc2n[nH]c(C)c2[N+](=O)[O-])c1	0.9	9	101.0	101.0	105.0	102.0	x	28.6	102.0	14	103.0
O=C(c1cc(N2C(=O)C3C4CCC(C4)C3C2=O)ccc1Cl)N1CCN(c2ccccc2F)CC1 (stereo not given)	x	9	101.0	99.0	101.0	97.0	-10.0	4.4	99.0	17	99.0
O=C(COC(=O)/C(=C/c1cccs1)c1cccs1)NCc1ccccc1Cl	6.8	20	101.0	99.0	101.0	94.0	-0.1	28.0	101.0	6	100.0
O=C(Nc1nnc(COc2ccc(Cl)cc2)s1)c1ccc([N+](=O)[O-])cc1	-0.1	12	98.0	95.0	102.0	98.0	-7.9	-0.6	95.0	25	96.0
O=C(NCCCN1CCCC1=O)c1ccccc1NS(=O)(=O)c1ccc(F)cc1	0.2	35	99.0	97.0	97.0	98.0	x	1.6	98.0	10	94.0
CCOc1cc(CNCCc2ccc(S(N)(=O)=O)cc2)ccc1OCC(=O)NC1CCCCC1	0.0	39	99.0	96.0	106.0	98.0	3.2	-1.1	101.0	7	99.0
O=C(Nc1cccc([N+](=O)[O-])c1)c1ccc(-c2ccccc2)cc1	0.4	8	100.0	101.0	105.0	99.0	2.0	5.4	103.0	13	99.0
Cc1ccc(CSc2nnc(-c3ccc(S(=O)(=O)N4CCCC4)cc3)o2)cc1	0.5	53	103.0	101.0	108.0	101.0	-2.7	1.4	103.0	35	101.0
O=C(OCn1nnc2ccccc2c1=O)c1cccs1	0.7	25	101.0	97.0	102.0	99.0	x	1.1	97.0	7	100.0
COc1ccc(C(=O)Cn2nnc(-c3ccccc3-n3cnnn3)n2)cc1	0.1	26	95.0	95.0	98.0	95.0	9.4	0.7	96.0	5	96.0
COc1cc(NC(=S)N2CCN(c3ccccn3)CC2)cc(OC)c1OC	0.6	15	93.0	95.0	96.0	95.0	5.4	2.2	95.0	6	95.0
COCCNC(=O)c1ccccc1NC(=O)c1ccccc1N(C)S(=O)(=O)c1ccccc1	0.5	24	101.0	104.0	102.0	104.0	5.0	1.2	101.0	11	99.0
Cc1ccc(/C=C/C(=O)Nc2ncc(C)s2)o1	-0.1	11	102.0	97.0	106.0	98.0	1.2	35.4	103.0	18	99.0
COCCNC(=O)/C(C#N)=C/c1cccc(OCc2ccccc2)c1	1.6	12	96.0	95.0	96.0	101.0	17.3	26.2	93.0	10	93.0
O=C(COC(=O)c1ccccc1O)Nc1ccc(S(=O)(=O)N2CCCCC2)cc1	0.2	15	97.0	94.0	97.0	94.0	16.8	4.8	97.0	9	96.0
